Source: PubChem
Sm TGR block – inhibitors of Schistosoma mansoni thioredoxin glutathione reductase; Potency, µM (top dose mostly 114 µM), for the others: at the top dose activity change, negative = inhibition, usual class: inhibitors; 3% of 360,000 active; purified TGR, DTNB reduction, TNB absorbance 405 nm; AID 485364; active = well fitted inhibition curve with a large enough effect; inconclusive = small, poorly fitted or top-dose-only effect; inactive = no such curve, though single readings can be large or run the other way; also: nearly all actives have a fitted effect of over 60% in size
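First, TGR (20 nM dispensed) and NADPH were mixed with compound. Second, a 15 min room-temperature incubation followed. Third, further NADPH and then DTNB were added to start the reaction. Finally, TNB absorbance was monitored kinetically.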
Numbers without * were called inactive; ? = inconclusive; [ ] = dose if it differs, or a comment. % is scaled to controls: 0 for no effect and ±100 for the full control effect; potency is read from the fitted curve at half-maximal effect.

Structure | Sm TGR block
CSc1ccc(CCNC(=O)C2CCN(c3nc4ccccc4nc3C(F)(F)F)CC2)cc1 | 11%
Cc1ccc(Cl)cc1-n1ncc2c(NCCCn3ccnc3)ncnc21 | 6%
COc1cc2[nH]c(=O)n(CCCC(=O)N(C)Cc3ccccc3)c(=O)c2cc1OC | -1%
COc1ccccc1C(=O)NC1(C(F)(F)F)C(=O)NC(C)=C1C#N (stereo unspecified) | -7%
COc1ccc(NC(=O)CN2CCCN(Cc3ccccc3)S2(=O)=O)cc1 | 3%
Cc1ccc(OCCn2cc(C(=O)C3CCCCC3)c3ccccc32)cc1 | 6%
CCc1ccc2oc(-c3ccc(C)c(NC(=O)/C=C/c4ccco4)c3)nc2c1 | ?
CCc1ccccc1NC(=O)CN1C(=O)COc2ccc(S(=O)(=O)N3CCCCCC3)cc21 | 8%
COc1cccc(CNC(=O)c2ccc3c(c2)N(Cc2ccc(C(F)(F)F)cc2)C(=O)c2ccccc2S3)c1OC | 1%
O=C(c1ccc(F)cc1)N1CCC(c2nc(-c3ccc(S(=O)(=O)N4CCCC4)cc3)no2)CC1 | 6%
Cc1cc(C(=O)NCc2ccccc2)c2c(C)nn(-c3cccc(F)c3)c2n1 | -7%
Cc1cccc(-n2ncc3c(N4CCCCCC4)ncnc32)c1 | 11%
COc1ccccc1N1CCN(CCCNC(=O)c2cnn(-c3ccccc3Cl)c2C2CCN(C(=O)OC(C)(C)C)CC2)CC1 | -11%
COc1ccc(-c2cn3nc(N4CCC(C(=O)Nc5cccc(C)c5C)CC4)sc3n2)cc1 | 1%
O=C(NCc1ccc(Cl)cc1)c1cnc(N2CCOCC2)c2ccccc12 | 1%
COc1ccc(C2=NC(C)(C)N(CC(=O)Nc3cc(OC)cc(OC)c3)C2=O)cc1 | 1%
CCCCN(CC)CCCNC(=O)c1cn(CC)c2ccc(S(=O)(=O)N3CCOCC3)cc2c1=O | 8%
Clc1cccc(N2CCN(c3ncnc4c3nc3n4CCCC3)CC2)c1 | 8%
Cc1ccc(-n2ncc3c(NCCCn4ccnc4)ncnc32)cc1 | 2%
CCc1ccccc1NC(=O)Nc1ccc2c(c1)N(CC)C(=O)c1ccccc1S2 | 7%
CN(Cc1ccccc1)C(=O)c1cc2c(=O)n(C)c3ccccc3c2s1 | -9%
Cc1cc(C)c(NC(=O)C(=O)NCC(c2cccnc2)N2CCN(Cc3ccccc3)CC2)c(C)c1 (stereo unspecified) | 20%
CCOc1ccccc1CN1CCc2nc(Nc3ccccc3)ncc2C1 | -5%
Cc1c(CNC2CCCCC2)c(C(=O)O)c(C)n1Cc1ccccc1F | -4%

5 compounds picked at random from those above:
Structure | Sm TGR block
Cc1ccc(Cl)cc1-n1ncc2c(NCCCn3ccnc3)ncnc21 | 6%
CCOc1ccccc1CN1CCc2nc(Nc3ccccc3)ncc2C1 | -5%
Cc1cccc(-n2ncc3c(N4CCCCCC4)ncnc32)c1 | 11%
CCc1ccccc1NC(=O)Nc1ccc2c(c1)N(CC)C(=O)c1ccccc1S2 | 7%
Clc1cccc(N2CCN(c3ncnc4c3nc3n4CCCC3)CC2)c1 | 8%

Next section:
Structure | Sm TGR block
CCCCn1cc2c(c1-c1ccccc1Br)c(=O)n(C)c(=O)n2C | 1%
CS(=O)(=O)NCC(c1ccco1)N1CCN(c2ccccc2)CC1 (stereo unspecified) | -3%
CCOCCCNC(=O)c1ccc2c(=O)n(CCc3ccc(OC)c(OC)c3)c(=O)[nH]c2c1 | -3%
CCCOc1cccc(C(=O)Nc2ccc(-c3nc4ccccc4o3)cc2)c1 | -9%
CCOC(=O)c1c(C)[nH]c(C)c1S(=O)(=O)N1CCCC(C(=O)Nc2ccc(C)c(N(C)C)c2)C1 (stereo unspecified) | -6%
COCCCn1c(SCC(=O)NCc2ccccc2)nc2c(sc3ccccc32)c1=O | 0%
NCCCCCc1nnc(SCc2ccc(F)cc2)o1 | -3%
COc1ccc(CNC(=O)Cn2ncc3c([nH]c4ccccc43)c2=O)cc1 | 3%
CCCc1nnc(N2C(=O)c3oc4ccc(F)cc4c(=O)c3C2c2ccc(C(=O)OC)cc2)s1 (stereo unspecified) | 6%
Cc1[nH]c2ccccc2c1C1(O)C(=O)N(Cc2ccc(Cl)cc2)c2ccccc21 (stereo unspecified) | 1%
COc1cc(OC)cc(C(=O)Nc2ccc3nc(N4CCC(C)CC4)cc(C)c3c2)c1 | 10%
CCCN(C(=O)CCn1cnc2onc(-c3ccc(F)cc3)c2c1=O)c1ccccc1C | 2%
Cc1ccc(NC(=O)c2c(NC(=O)Cc3ccccc3)sc3c2CCC3)cc1 | -6%
COc1ccc(NC(=O)NC2COc3ccccc3C2)cc1Cl (stereo unspecified) | 1%
Cc1ccc(N(CC(=O)NCCSc2ccccc2)S(=O)(=O)c2ccc(F)cc2)cc1 | 2%
Cc1cc(C)cc(NC(c2nnc(-c3cccc(F)c3)o2)c2ccc(F)cc2Cl)c1 (stereo unspecified) | -1%
CN1C(=O)c2ccccc2Sc2ccc(NC(=O)c3ccc(C#N)cc3)cc21 | 7%
Cc1ccc2c(c1)-c1onc(C(=O)N3CCN(c4cccc(C)c4C)CC3)c1CO2 | 1%
O=C(NCCc1csc(-c2ccc(F)cc2)n1)c1ccc(Br)o1 | 9%
COC(=O)C1=C(C)N(C(C)C)C(=O)C1(NC(=O)c1ccc(C(C)(C)C)cc1)C(F)(F)F (stereo unspecified) | 9%
CCc1ccc(CNC(=O)COc2cc(=O)n(CC)c3ccccc23)cc1 | 0%
COc1cccc(C2C(C(=O)Nc3ccccc3)=C(C)Nc3nc(-c4ccccc4)nn32)c1 (stereo unspecified) | 0%
CCOC(=O)Cn1c(=O)n(CC2CCCO2)c2nc(-c3ccccc3F)nc(C(N)=O)c21 (stereo unspecified) | -8%
COC(=O)c1ccccc1NC(=O)c1cnc2sc(N3CCOCC3)nn2c1=O | 1%
COc1ccc(-c2nnn3c2nc(NCc2ccc(C)cc2)c2ccccc23)cc1 | 2%
O=C(CSc1nc(=O)n(Cc2ccco2)c2c1CCC2)Nc1ccccc1C(F)(F)F | -27%
Cc1ccccc1CNC(=O)C(C)N(c1ccccc1)S(C)(=O)=O (stereo unspecified) | 9%
O=C(NCCCN1CCOCC1)c1ccc2c(c1)N(Cc1cccc(Cl)c1)C(=O)c1ccccc1S2 | 10%
CCOc1ccccc1-n1nnc(-c2nc(-c3ccccc3C)no2)c1C | 16%
Cc1ccc(CNC(=O)c2c[nH]n3c(=O)c(Cc4ccc(Cl)cc4)c(C)nc23)cc1 | 0%
CCCCN(C)C(=O)CSc1nc2ccccc2nc1Cc1ccc(C)cc1 | -3%
CCCCSCCCNC(=O)C1CCC(CNS(=O)(=O)c2c(C)cc(C)cc2C)CC1 (stereo unspecified) | -4%
CCOC(=O)Cn1cc2c(c1-c1ccc(Cl)cc1)c(=O)n(C)c(=O)n2C | -30%
Cc1cc(C)n2c(Nc3ccc4c(c3)OCCO4)c(-c3ccc(Cl)cc3)nc2n1 | 7%
CCOc1ccc(CCNc2ncnc3onc(-c4ccc(F)cc4)c23)cc1OCC | 10%
COc1cccc(NC(=O)CSc2nnc(NC(=O)NC3CCCCC3)s2)c1 | 5%
Cn1nnnc1SCCCNCc1cccc(OCc2ccc(Cl)cc2)c1 | 0%
CCC(=O)NNc1ncnc2c1cnn2-c1ccc(C)c(Cl)c1 | 7%
CCC(CC)C(=O)Nc1cc(-c2nc3cccnc3s2)ccc1C | 24%
CCC(NC(=O)Nc1ccc(OC)c(OC)c1)c1c(-n2cccc2)sc2c1CCN(C)C2 (stereo unspecified) | -1%
CC(CNC(=O)C1CCN(Cc2cc3ccccc3n2Cc2ccccc2)CC1)c1ccccc1 (stereo unspecified) | 11%
CCS(=O)(=O)CCSc1nc(-c2ccc(Br)cc2)cc(-c2ccccc2)c1C#N | -10%
Cc1ccc(C(=O)N2CCN(c3ccccc3F)CC2)cc1NC(=O)c1nsc2ccccc12 | 1%
COc1ccc(NC(=O)CN2C(=O)C(C)(C)c3ccccc32)cc1Cl | 50%[activator]
Cc1nc2c(-c3ccc(F)cc3)c(C)nn2c(C)c1CCC(=O)NCc1ccc(F)cc1 | -8%
O=C(Nc1c(-c2ccc(F)cc2)nc2ccccn12)c1ccccc1F | 0%
CCOc1ccccc1N1CC(c2nc3ccccc3n2CCCOc2ccccc2)CC1=O (stereo unspecified) | 7%
Cc1cccc(N2CCN(c3nc4ccc(C(=O)c5ccccc5)cc4n4cnnc34)CC2C)c1 (stereo unspecified) | 4%
CCOC(=O)c1c(C)n(-c2ccccc2)c2ccc(OC(=O)c3ccc(OCC)c(OCC)c3)cc12 | 7%
COc1ccc(-n2cc(C(=O)NC(C)c3ccccc3)c3ccccc3c2=O)cc1 (stereo unspecified) | -16%
COc1ccccc1N1CCN(S(=O)(=O)c2ccc3c(c2)CCCN3C(C)=O)CC1 | 7%
COc1ccccc1CNC(=O)c1ccc(-c2nc(CS(=O)c3ccc(C)cc3)c(C)o2)cc1 (stereo unspecified) | 13µM*
CCn1c2c(c(=O)n3ncc(C(=O)Nc4ccc(OC(F)(F)F)cc4)c13)CN(Cc1ccc(OC)cc1)CC2 | 9%
O=C(NCCCO)C(=O)Nc1c2c(nn1-c1ccccc1)CSC2 | -20%
Cc1ccc(C)c(S(=O)(=O)n2nc(C)c(S(=O)(=O)N3CCC(C)CC3)c2C)c1 | ?
COc1cc(NC(=O)Cn2nc3c(cc2=O)CC(C)CC3)cc(OC)c1OC (stereo unspecified) | 7%

Already shown: an excerpt of the list.
Structure | Sm TGR block
CCOC(=O)c1c(C)n(-c2ccccc2)c2ccc(OC(=O)c3ccc(OCC)c(OCC)c3)cc12 | 7%
COc1ccc(-n2cc(C(=O)NC(C)c3ccccc3)c3ccccc3c2=O)cc1 (stereo unspecified) | -16%
COc1ccccc1N1CCN(S(=O)(=O)c2ccc3c(c2)CCCN3C(C)=O)CC1 | 7%
COc1ccccc1CNC(=O)c1ccc(-c2nc(CS(=O)c3ccc(C)cc3)c(C)o2)cc1 (stereo unspecified) | 13µM*

The listing continues.
Structure | Sm TGR block
COc1ccc(NC(=O)c2ccc3c(c2)N(Cc2cccc(Cl)c2)C(=O)c2ccccc2S3=O)cc1Cl (stereo unspecified) | -2%
CC1=C(C(=O)Nc2ccccc2Cl)C(c2cccc(O)c2)n2ncnc2N1 (stereo unspecified) | -2%
COc1ccc(OC)c(CNC(=O)c2ccc(-c3nc(CSc4ccccc4)c(C)o3)cc2)c1 | -2%
COCCn1c(SCC(=O)c2c[nH]c3ccccc23)nc2cc(C(=O)NC(C)C)ccc2c1=O | -29%
CCOC(=O)c1c(S(=O)(=O)N2CCCC(C(=O)NCc3ccccc3Cl)C2)c(C)n(C)c1C (stereo unspecified) | -1%
Cc1c(CC(=O)NCc2ccccc2)c(=O)oc2c(C)c(O)ccc12 | 0%
Fc1ccc(CSc2nncn3c2cc2occc23)c(Cl)c1 | -2%
O=C(CCSCc1ccccc1F)N1CCN(c2ccc(F)cc2)CC1 | 13%
CCOc1ccc2c(c1)c(=O)c(C(=O)c1ccc(CC)cc1)cn2CC(=O)Nc1ccc2c(c1)OCCO2 | 4%
COc1ccccc1NC(=O)N1c2ccccc2Sc2ccccc21 | 1%
CCOc1cc(C2c3c(oc4ccccc4c3=O)C(=O)N2Cc2ccc3c(c2)OCO3)ccc1O (stereo unspecified) | -3%
Cc1ccc(NC(=O)c2sc(-n3nc(C)c(CCC(C)C)c3C)nc2C)cc1C | -2%
Cn1cc(S(=O)(=O)N2CCOCC2)cc1C(=O)Nc1cccc(C#N)c1 | 2%
CCOc1ccc(CCNC(=O)CCn2c(=O)c3cccn3c3ccc(F)cc32)cc1 | 8%
FC(F)(F)c1ccc(-c2noc(-c3ccccc3Br)n2)cc1 | 2%
Cc1c2cnn(-c3ccccc3)c(=O)c2c(C)n1C(C)C(=O)Nc1ccccc1C(F)(F)F (stereo unspecified) | -4%
Cc1ccc(OCCn2c(COc3ccc(Cl)cc3)nc3ccccc32)cc1 | 7%
CCOCCCn1c(=N)c(C(=O)NC2CCCC2)cc2c(=O)n3cc(C)ccc3nc21 | 3%
CCc1ccc(NC(=O)N2CC=C(c3c[nH]c4ccccc34)CC2)cc1 | -8%
COc1ccc(CNS(=O)(=O)c2ccc3c(c2)C(C)(C)C(=O)N3C)cc1OC | 4%
COc1ccccc1CNc1nccn(-c2ccc(F)cc2)c1=O | 5%
CCc1ccccc1NC(=O)Cn1c(=O)oc2ccccc21 | 0%
CCNc1nc(N)nc(Oc2ccc(OCC(=O)OC)nn2)n1 | 12%
Cc1ccc(S(=O)(=O)c2cn(CC(=O)Nc3ccc(Cl)cc3)c3ccc(F)cc3c2=O)cc1C | 0%
COc1cc2nc(SCC(=O)Nc3ccccc3F)n3nc(-c4ccccc4)nc3c2cc1OC | 0%
Cc1csc2nc(COC(=O)c3cccc(NC(=O)COc4ccccc4Cl)c3)cc(=O)n12 | -2%
Cc1cc(C)c2c(-n3cccc3)c(C(=O)NCc3cccc(F)c3)sc2n1 | -3%
Cc1ccc(Nc2c(-c3ccc(C)cc3)nc3ccc(C)cn23)cc1 | 2%
O=c1[nH]c(=O)n(C2CCCCC2)c(O)c1C1=Nc2ccccc2SC(c2ccccc2)C1 (stereo unspecified) | -2%

A portion of the library; rates above refer to the full screens.
